Assay outcomes as filed in PubChem.
MEKK2mut PB1 HTS – signal of MEK5 binding to mutant human MEKK2 PB1 domain; bead flow cytometry, Alexa488-MEK5 binding to MEKK2 mutant; percent response, % at 10 µM; 290,000 compounds, 0.35% hits; in the data active means percent response above about 24%, passing the limit was not always enough; further: inactives centre near 1; some results filed as inactive read as strong as hits; reference of the scale not given here
p-CIP stab down – lowers stability of the mouse p/CIP coactivator protein; Q05BA5; F442A p/CIP-EGFP cells, EGFP fluorescence, 16 h; decrease of EGFP signal, % at 10 µM; 290,000 compounds, 0.01% hits;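 active means EGFP signal decrease of at least 30% at 10 µM or well 3 SD below plate mean, unless failing retest; inactive means the rest, including hits failing retest or dose response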; further: some compounds called inactive have numbers as strong as hits; many of its hits are not listed in these tables
MEKK2 WT-MEK5 – raises or lowers MEK5 binding to wildtype human MEKK2 PB1 domain; Q9Y2U5; bead flow cytometry, Alexa488-MEK5 binding to MEKK2 WT; actives lie on both sides; binding response (% of control), % at 10 µM; 290,000 compounds, 1.1% hits; AID 1531; in the data active means binding response below about 67% or above about 130%
NALP1 inh – blocks the NALP1 inflammasome reconstituted in yeast. S. cerevisiae NALP1/ASC/caspase-1 growth, X-gal OD620, 72 h. 280,000 compounds, 0.61% hits. inhibition, % at 10 µM; in the data active means inhibition mostly above about 24%, no sharp cut-off; inactive means mostly below about 32%; further: some compounds called inactive have numbers as strong as hits
PfM18AAP inh – blocks P. falciparum M18 aspartyl aminopeptidase; recombinant PfM18AAP, H-Glu-NHMec fluorogenic cleavage; inhibition, % at 7.35 µM; 290,000 compounds, 1.2% hits; AID 1822;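 active means inhibition above the campaign mean inhibition over all tested compounds plus 3 SD, cut at about 28% in these data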;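 further: 0% = plate median of test compound wells and 100% = 2 mM ZnCl2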
UBC9 SUMO inh – blocks human SUMOylation mediated by UBC9; 290,000 compounds, 0.36% hits; P63279; AID 2006; inhibition, % at 35 µM; HTRF SUMOylation assay, SAE1/SAE2 + UBC9, in vitro; in the data active means inhibition above about 50%, passing the limit was not always enough; further: strong numbers were not always called active
Target sequence (P63279 whole entry, looked up): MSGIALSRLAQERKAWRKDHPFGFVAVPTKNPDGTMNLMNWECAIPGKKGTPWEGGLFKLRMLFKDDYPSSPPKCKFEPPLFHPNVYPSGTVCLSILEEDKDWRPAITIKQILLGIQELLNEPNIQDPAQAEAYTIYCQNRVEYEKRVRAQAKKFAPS
IDE cell activ – activators of human insulin-degrading enzyme in cells. AID 493087. activation, % at 5.96 µM. 340,000 compounds, 0.073% hits. HEK cells, FAbeta-B cleavage, fluorescence polarization; 0% vehicle, 100% cell-free pure enzyme wells. P14735;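 active means activation above the mean of all tested compounds plus 3 SD, set per screening campaign, cut at about 17% in these data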
IDE inh – cellular human IDE inhibition | 320,000 compounds, 0.41% hits | AID 434962 | inhibition, % at 5.59 µM | HEK cells, FAbetaB cleavage, fluorescence polarization;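 active means percent inhibition above the average of all tested compounds plus 3 SD, set per screening campaign, cut at about 16% in these data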;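 further: IDE supplied by intact live HEK cells; FP after avidin binding of uncleaved biotin substrate so inhibition keeps polarization high; 0% = DMSO wells and 100% = 60 µM reference IDE inhibitor Ii1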
MEKK3 PB1 HTS – raises or lowers MEK5 binding to the human MEKK3 PB1 domain; bead-based flow cytometry, Alexa488-MEK5 binding to MEKK3; actives lie on both sides; 0 = blocked by unlabeled MEK5, 100 = vehicle; 290,000 compounds, 1.4% hits; AID 1529; Q99759; binding response (% of control), % at 10 µM;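 active means binding response more than 3 SD above or below the average of its plate-row segment, actives on both sides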;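 further: Alexa488 bead fluorescence after subtracting the streptavidin-only scavenger bead signal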
Target sequence (Q99759 whole entry, looked up, the tested form may be a part): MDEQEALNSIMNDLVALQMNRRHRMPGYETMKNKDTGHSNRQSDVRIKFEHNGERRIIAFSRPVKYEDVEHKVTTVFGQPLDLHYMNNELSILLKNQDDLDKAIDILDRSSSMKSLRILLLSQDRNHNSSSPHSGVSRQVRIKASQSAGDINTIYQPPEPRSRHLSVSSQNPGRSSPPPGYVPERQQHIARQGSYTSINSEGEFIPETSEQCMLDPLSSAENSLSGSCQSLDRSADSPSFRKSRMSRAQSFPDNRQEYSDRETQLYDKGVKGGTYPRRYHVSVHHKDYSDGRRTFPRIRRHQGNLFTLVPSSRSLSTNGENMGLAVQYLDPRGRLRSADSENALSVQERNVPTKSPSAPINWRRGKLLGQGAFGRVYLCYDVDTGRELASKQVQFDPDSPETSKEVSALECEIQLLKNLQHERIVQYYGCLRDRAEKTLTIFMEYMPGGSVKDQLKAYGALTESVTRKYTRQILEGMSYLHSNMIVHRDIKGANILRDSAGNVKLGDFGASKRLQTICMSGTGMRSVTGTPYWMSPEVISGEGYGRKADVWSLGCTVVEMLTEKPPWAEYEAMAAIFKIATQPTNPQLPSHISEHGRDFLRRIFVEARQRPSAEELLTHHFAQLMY
Starred values were filed as active, the others as inactive; . = not tested or not shown.

Every second line gives: NALP1 inh | MEKK3 PB1 HTS | IDE inh | PfM18AAP inh | IDE cell activ | p-CIP stab down | MEKK2mut PB1 HTS | UBC9 SUMO inh | MEKK2 WT-MEK5
CCCC1=Nc2cc(C(=O)N3CCCC3)ccc2Sc2ccc(C)cc21
    12 | 104 | 3 | 2 | 1 | -6 | 1 | -6 | 100
CCOC(=O)c1[nH]c2cc(OC)c(OC)cc2c1NC(=O)CN1CCN(c2ccc(OC)cc2)C(C)C1 (stereo unspecified)
    -3 | 102 | 5 | 11 | . | -17 | -2 | -8 | 102
Cc1cccc(C)c1NC(=O)N1CC=C(n2c(=O)[nH]c3ccccc32)CC1
    -17 | 96 | 2 | 1 | -6 | -24 | -1 | 6 | 96
O=C(Cc1ccccc1)NNC1CC(=O)N(c2ccc(Oc3ccccc3)cc2)C1=O (stereo unspecified)
    . | 99 | 7 | 8 | 2 | -5 | 1 | -3 | 99
C=CCn1c(O)c2ccc(C(=O)N=NC(=O)COc3ccc(OC)cc3)cc2c1O
    1 | 107 | -1 | 6 | 0 | 2 | 9 | -1 | 113
CSCC[C@H](N)C(=O)N1CCC(C(=O)N[C@@H](Cc2c[nH]c3ccccc23)C(=O)O)CC1
    23 | 102 | 6 | -2 | 3 | 3 | 11 | 0 | 107
N#Cc1c(-c2ccco2)nc(SCC(=O)Nc2ccc(S(N)(=O)=O)cc2)[nH]c1=O
    -12 | . | 1 | -1 | . | 3 | . | 20 | .
NC(=O)N/N=C/c1cn(-c2ccccc2)nc1-c1cccs1
    2 | 94 | -1 | -5 | -2 | -7 | -4 | 9 | 93
CCc1nnc(NS(=O)(=O)c2ccc(N=Cc3c(C)[nH]n(-c4ccc(C)c(C)c4)c3=O)cc2)s1
    13 | 160* | 5 | 6 | 0 | -6 | 1 | 23 | 108
C=CCNc1nc2ccccc2nc1NS(=O)(=O)c1cccs1
    20 | 102 | 0 | -1 | -2 | 0 | 2 | 12 | 103
CCOC(=O)c1cn(CC)c2ccc(S(=O)(=O)N3CCC(C)CC3)cc2c1=O
    -10 | 103 | 2 | 3 | -4 | 0 | 3 | -8 | 102
CCn1c(SCC(=O)NCCc2ccc(F)cc2)nnc1-c1cccs1
    13 | 104 | 4 | 5 | -1 | 2 | 10 | -11 | 107
O=C(N/N=C/c1cc([N+](=O)[O-])ccc1O)c1cccc(N2CCCC2=O)c1
    -8 | 99 | -1 | 8 | 6 | -8 | -1 | -8 | 101
CC(C)NC(=O)CN1C(=O)C(C)(C)Oc2ccc(C(=O)NC3CCCCC3)cc21
    25 | 98 | 0 | -2 | 1 | -12 | -4 | -3 | 98
O=C(CSc1nc2c(c(=O)n1-c1ccc(Cl)cc1)SCC2)NCc1ccco1
    . | . | 7 | 9 | 7 | -12 | . | -1 | .
CC(=O)c1c(C)[nH]c(C(=O)Nc2ccc(Cl)cc2)c1C
    16 | 96 | 0 | 0 | -4 | -19 | -6 | -7 | 96
Cc1ccc(S(=O)(=O)N(CC(O)CN2CCOCC2)c2cc(Cl)ccc2Cl)cc1 (stereo unspecified)
    -6 | 98 | -4 | 0 | 4 | 6 | 1 | -2 | 95
Cc1ccc(C)c(Oc2cc(NN3CCCCC3)c([N+](=O)[O-])cc2[N+](=O)[O-])c1
    20 | 101 | 3 | -1 | -1 | 3 | 1 | 2 | 95
Cc1ccc(NC(=S)N(CCN(C)C)Cc2cccs2)c(C)c1
    -10 | 99 | 2 | 36* | -4 | -8 | 0 | 6 | 101
O=C(O)c1ccc(COc2ccc3ccccc3c2/C=C2/NC(=O)N(c3ccccc3)C2=O)cc1
    9 | 90 | -4 | 0 | 4 | -24 | -7 | 30 | 82
Cc1ccc(S(=O)(=O)Nc2nc(C)c(NC(=O)Nc3ccc(Cl)cc3Cl)s2)cc1
    -5 | 98 | 2 | 2 | -2 | -8 | -7 | -3 | 95
[2H]C(CCOS(N)(=O)=O)c1ccccc1 (stereo unspecified)
    20 | 100 | -6 | -1 | 3 | 5 | 7 | 5 | 105
COc1ccc(N2C(=O)CN=C2Nc2cccc(C)c2C)cc1OC
    31 | 107 | -5 | -11 | 6 | -6 | 3 | -18 | 108
COc1ccc(-n2c(C)cc(/C=C3/SC(=O)N(CC(=O)N4CCOCC4)C3=O)c2C)cc1
    8 | 97 | -4 | 0 | 3 | -2 | -2 | 2 | 101
COC(=O)COc1ccc(S(=O)(=O)NCCC2=CCCCC2)cc1
    25 | 103 | 0 | 4 | 6 | 6 | 6 | -3 | 104
O=C(COc1cc2oc(=O)c3c(c2cc1Cl)CCC3)NCC1CCC(C(=O)O)CC1 (stereo unspecified)
    5 | 96 | 3 | 0 | 5 | 1 | -1 | 8 | 96
CCN(CC)C1CCS(=O)(=O)C1 (stereo unspecified)
    0 | 101 | -5 | 4 | 7 | -5 | -1 | 0 | 95
O=C(c1ccc(NC2=NC3CS(=O)(=O)CC3S2)cc1)N(CCO)Cc1ccccc1 (stereo unspecified)
    -9 | 97 | 5 | 2 | -10 | 2 | 3 | 9 | 103
COc1cccc(CN2CCN(C3CCN(c4ccccc4C)CC3)CC2CCO)c1 (stereo unspecified)
    3 | 101 | 14 | 3 | -7 | 4 | -6 | 14 | 97
CS(=O)(=O)N(CC(=O)Nc1ccccc1C(=O)NCc1ccccc1)c1ccc2c(c1)OCCO2
    4 | 88 | 5 | 0 | 7 | -12 | -6 | 6 | 92
CCCOc1ccc(-c2c(C(=O)N/N=C(\C)c3cccnc3)nnn2-c2nonc2N)cc1
    31 | 94 | 2 | -13 | 5 | -20 | -10 | 40 | 90
COc1ccc(-c2nc(C)ncc2-c2ccc(Cl)cc2)c(O)c1
    6 | 111 | -1 | 5 | -1 | -25 | 7 | 2 | 107
O=C(Nc1ccc(N2CCOCC2)c(Cl)c1)c1cc(F)c(F)cc1Cl
    4 | 101 | 5 | -5 | -2 | -9 | 1 | 0 | 105
Cc1ccc(NC(=O)c2ccc(F)cc2)cc1S(=O)(=O)N1CCCCCC1
    9 | 98 | -2 | -4 | 5 | -2 | -8 | -12 | 93
O=C(NCCOc1ccc(F)cc1)c1ccccc1SCc1ccccc1
    37 | 123 | -3 | 6 | -1 | 1 | 0 | -15 | 105
Cn1cnc([N+](=O)[O-])c1Nc1cccc(O)c1
    0 | . | 3 | -8 | -2 | 0 | . | -1 | .
Cn1cnc(S(=O)(=O)N2CCN(c3ccccc3)CC2)c1
    -8 | 97 | 4 | 5 | 0 | -7 | 2 | -3 | 96
Cc1cc(/C=N/n2cnnc2)c(C)n1-c1cc(Cl)ccc1Cl
    23 | 110 | 4 | 6 | 3 | -14 | 10 | 9 | 113
O=C(COc1ccc(S(=O)(=O)N2CCOCC2)cc1)N1CCN(c2ccccc2)CC1
    0 | 101 | 21* | 6 | -11 | -12 | 5 | 12 | 103
CCOC(=O)c1ccc(N=C2NC(=O)CS2)cc1
    17 | 100 | 4 | 13 | 4 | -1 | 1 | 32 | 100

11 entries from above, with tabs:
Structure	NALP1 inh	MEKK3 PB1 HTS	IDE inh	PfM18AAP inh	IDE cell activ	p-CIP stab down	MEKK2mut PB1 HTS	UBC9 SUMO inh	MEKK2 WT-MEK5
CCCC1=Nc2cc(C(=O)N3CCCC3)ccc2Sc2ccc(C)cc21	12	104	3	2	1	-6	1	-6	100
CCOC(=O)c1[nH]c2cc(OC)c(OC)cc2c1NC(=O)CN1CCN(c2ccc(OC)cc2)C(C)C1 (stereo unspecified)	-3	102	5	11	.	-17	-2	-8	102
Cc1cccc(C)c1NC(=O)N1CC=C(n2c(=O)[nH]c3ccccc32)CC1	-17	96	2	1	-6	-24	-1	6	96
O=C(Cc1ccccc1)NNC1CC(=O)N(c2ccc(Oc3ccccc3)cc2)C1=O (stereo unspecified)	.	99	7	8	2	-5	1	-3	99
C=CCn1c(O)c2ccc(C(=O)N=NC(=O)COc3ccc(OC)cc3)cc2c1O	1	107	-1	6	0	2	9	-1	113
CSCC[C@H](N)C(=O)N1CCC(C(=O)N[C@@H](Cc2c[nH]c3ccccc23)C(=O)O)CC1	23	102	6	-2	3	3	11	0	107
N#Cc1c(-c2ccco2)nc(SCC(=O)Nc2ccc(S(N)(=O)=O)cc2)[nH]c1=O	-12	.	1	-1	.	3	.	20	.
NC(=O)N/N=C/c1cn(-c2ccccc2)nc1-c1cccs1	2	94	-1	-5	-2	-7	-4	9	93
CCc1nnc(NS(=O)(=O)c2ccc(N=Cc3c(C)[nH]n(-c4ccc(C)c(C)c4)c3=O)cc2)s1	13	160*	5	6	0	-6	1	23	108
C=CCNc1nc2ccccc2nc1NS(=O)(=O)c1cccs1	20	102	0	-1	-2	0	2	12	103
CCOC(=O)c1cn(CC)c2ccc(S(=O)(=O)N3CCC(C)CC3)cc2c1=O	-10	103	2	3	-4	0	3	-8	102

Next section:
Every second line gives: NALP1 inh | MEKK3 PB1 HTS | IDE inh | PfM18AAP inh | IDE cell activ | p-CIP stab down | MEKK2mut PB1 HTS | UBC9 SUMO inh | MEKK2 WT-MEK5
Cc1cccc(N2CCN(C(=O)c3ccc4nc(-c5ccco5)c(-c5ccco5)nc4c3)CC2C)c1 (stereo unspecified)
    -18 | 103 | 7 | 9 | -3 | -3 | -2 | 45 | 92
CC(C)CNC(=O)COc1ncnc2ccccc12
    28 | 95 | -6 | 4 | 3 | -7 | -3 | 12 | 99
Cc1c(Cl)cccc1NC(=S)NCc1cccn1C
    22 | 92 | 1 | -4 | 5 | -2 | -2 | 10 | 91
O=C(CCc1nnc2ccc(NCc3ccco3)nn12)N1CCN(c2ccc(F)cc2)CC1
    -1 | 100 | 2 | 5 | 5 | -1 | 1 | 4 | 100
Cc1ccc2c(c1)N(CC(=O)NCCCN1CCOCC1)C(=O)c1cccnc1O2
    20 | 101 | -1 | -5 | 5 | 2 | 1 | 1 | 102
Cc1ccc(-c2csc(NC(=S)NC(=O)/C=C/c3ccco3)n2)cc1
    5 | 104 | 3 | 5 | 1 | 5 | -1 | -23 | 98
COc1cc(/C=C/c2[nH]c(=O)[nH]c(=O)c2[N+](=O)[O-])cc([N+](=O)[O-])c1O
    -18 | 91 | -4 | 19 | 0 | -15 | -1 | -7 | 90
COc1ccccc1-n1c(=O)c(C#N)c(-c2ccc([N+](=O)[O-])cc2)c2cc(C(=O)c3cc(F)ccc3O)cnc21
    3 | 102 | 4 | 1 | 3 | 1 | -3 | 5 | 89
COc1cc(OC)c2ccc(=O)oc2c1C(CC(=O)N1CCCC1)c1ccc(N(C)C)cc1 (stereo unspecified)
    -2 | 94 | -2 | . | -2 | 6 | 7 | -5 | 92
Cn1c(NC(=O)/C=C/c2ccc(Cl)c(Cl)c2)cc(=O)n(C)c1=O
    27 | 113 | 1 | 0 | 6 | 4 | 0 | -4 | 106
COC(=O)c1ccc(COc2cccc(OC)c2)o1
    10 | 100 | -7 | -2 | 6 | 8 | 2 | -21 | 104

A portion of the library; rates above refer to the full screens.
